Pf growth 48h – P. falciparum growth inhibition at 48 hours (one generation) | AID 504832 | hit rate 5.9% among 310,000 | Potency, µM (doses to about 28.7 µM), for inactives: at the top dose activity change, negative = inhibition, most hits filed as inhibitors | P. falciparum luciferase growth in erythrocytes, 48 h; note: potency is the fitted concentration of half-maximal effect; % is set by controls: 0 for no effect and ±100 for the full control effect
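Firefly luciferase activity from engineered P. falciparum reports growth; inhibitors lower the luminescent signal. Cultures contained 2% hematocrit erythrocytes at 0.1% final parasitemia.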
FBPA Giardia inh – Giardia lamblia aldolase inhibition. A8B2U2. purified Giardia FBPA. Potency, µM (series often up to 59.6 µM), for inactives: at the top dose activity, negative = inhibition, most hits filed as inhibitors. hit rate 0.71% among 290,000; note: potency is the fitted concentration of half-maximal effect; % is set by controls: 0 for no effect and ±100 for the full control effect; nearly all actives have a fitted effect of over 55% in size
Target sequence (A8B2U2 whole entry, looked up): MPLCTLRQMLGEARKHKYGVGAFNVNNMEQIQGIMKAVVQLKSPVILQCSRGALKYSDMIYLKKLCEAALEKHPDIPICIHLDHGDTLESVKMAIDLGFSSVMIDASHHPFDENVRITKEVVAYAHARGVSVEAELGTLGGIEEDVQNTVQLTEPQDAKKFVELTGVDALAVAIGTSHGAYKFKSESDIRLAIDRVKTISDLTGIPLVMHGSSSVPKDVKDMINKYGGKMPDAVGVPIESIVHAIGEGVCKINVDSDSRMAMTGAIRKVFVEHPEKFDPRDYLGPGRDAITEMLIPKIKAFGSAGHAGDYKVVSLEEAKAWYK
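Giardia FBPA (40 nM reagent) was preincubated 10 min at RT with compound (up to 57.5 uM final), then substrate plus GAPDH/TPI/NAD/arsenate coupling system with diaphorase/resazurin was added; resorufin fluorescence (525/598 nm) was read after 20 min.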
Shiga toxin inh – Shiga toxin inhibition; Vero cells, Shiga toxin protein synthesis inhibition reporter; inhibition, % at 38.7 µM; hit rate 9.2% among 290,000; AID 2315; in the data active = inhibition mostly above about 28%, no sharp cut-off; inactive = mostly below about 43%; note: 0% is about no effect
Cycloheximide cs – counter-screen for Shiga toxin inhibitors: cycloheximide protein synthesis inhibition; cell reporter, cycloheximide protein synthesis inhibition counterscreen; max response, %; hit rate 12% among 300,000; AID 2314; in the data active = max response mostly above about 13%, no sharp cut-off; inactive = mostly below about 14%; note: read at 38.3 µM for the half of the compounds with a filed dose; 0% is about no effect
Pf growth 96h – P. falciparum growth inhibition at 96 hours. P. falciparum luciferase reporter growth, 96 h. AID 504834. hit rate 6.9% among 320,000. Potency, µM (series often up to 28.7 µM), for the others: at the highest dose activity change, negative = inhibition, actives largely listed as inhibitors; note: potency is the fitted concentration of half-maximal effect; % is set by controls: 0 for no effect and ±100 for the full control effect
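96 h incubation, 37 C, 5% CO2, of luciferase-reporter P. falciparum-infected RBCs (2% hematocrit, 0.05% parasitemia final) with test compounds; endpoint luminescence.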
Sm TGR inh – blocks Schistosoma mansoni thioredoxin glutathione reductase | Q962Y6 | purified TGR, DTNB reduction, TNB absorbance 405 nm | Potency, µM (highest dose often 114 µM), for inactives: top-dose activity change, negative = inhibition, hits mostly inhibitors | hit rate 3% among 360,000 | AID 485364; note: potency is the fitted concentration of half-maximal effect; % is set by controls: 0 for no effect and ±100 for the full control effect; nearly all actives have a fitted effect of over 60% in size
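Kinetic colorimetric format: TGR-catalysed, NADPH-driven DTNB reduction monitored via TNB absorbance. Enzyme dispensed at 20 nM; compound exposure 15 min at room temperature before reaction start.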
The depositor's hits bear a star; ? = inconclusive; / = not tested or not shown; [ ] = remark or other dose. Unless noted, calls come from the whole dose curve; as a rule, active = well fitted curve in the direction sought with a large enough effect; inconclusive = small, poorly fitted or top-dose-only effect, or another doubt; inactive = no such curve, though single readings can be large; an effect the other way counts as inactive or inconclusive.

SMILES	Pf growth 48h	FBPA Giardia inh	Shiga toxin inh	Cycloheximide cs	Pf growth 96h	Sm TGR inh
CSc1nnc2n(Cc3ccccc3)c(=O)c3c4c(sc3n12)COC(C(C)C)C4 (stereo unspecified)	5%	-1%	19	-5	/	3%
O=C(NNC(=O)c1ccccc1F)c1ccc2nc[nH]c2c1	52%[activator]	/	68	22*	79%[activator]	-17%
Cc1cccc(N=C(N2CCOCC2)P(=O)(N2CCOCC2)N2CCOCC2)c1	4%	5%	-7	-1	-3%[5.75 µM]	-1%
COc1ccccc1NC(=O)Nc1ccc(N2CCOCC2)cc1	50%[activator]	-8%	84*	51*	183%[activator]	-5%
COc1ccc(OC)c(NC(=O)C2C3CCC(O3)C2C(=O)O)c1 (stereo unspecified)	-5%	-14%	-26	-3	-3%	5%
Cn1c(Cc2ccc(Cl)cc2)nnc1SCC(=O)NC1CC1	9%	/	-2	-2	33%[activator]	4%
COc1cc2c(cc1OC)CN(C(=O)C1CCC(=O)N(CCCN3CCOCC3)C1)CC2 (stereo unspecified)	-3%	-2%	-2	15	-2%	-22%
CCn1c(Cc2ccccc2)nnc1SCC(=O)N1CCCC1=O	-5%	3%	-7	1	96%[activator]	2%
CCOc1ccccc1NC(=O)C1CCN(C(=O)Cc2ccccc2)CC1	?	2%	-9	-1	?	3%
Clc1ccc(COc2ccccn2)c(Cl)c1	4%	10%	-14	-1	?	-5%
CCCCn1nnnc1SCC(=O)NC1CCCCC1	-1%	-2%	-4	8	68%[activator]	15%
N#Cc1ccc(C(=O)CSc2n[nH]c(=O)n2-c2cccnc2)cc1	9%	7%	22	3	44%[activator]	-16%
O=C(COC(=O)/C=C/c1ccc(Cl)cc1Cl)Nc1ccc2c(c1)OCCO2	28%	6%	12	0	2.9µM*	16%
O=c1[nH]c2ccccc2nc1-c1cccs1	64%[activator]	0%	120*	43*	61%[activator]	2%
COc1ccc(C(=O)N/N=C/c2ccc(OC)c(COc3c(F)c(F)cc(F)c3F)c2)cc1	4%	/	-9	0	0%	1%
CCCOc1ccccc1Cn1c(=O)oc2ccccc21	13%	9%	/	7	?	3%
CN(CC(=O)Nc1ccccc1-c1ccccc1)Cc1ccccc1Cl	?	-1%	-4	5	?	12%
CC(C)(C)c1ccc(C(=O)Nc2cccc(C(=O)N3CCOCC3)c2)cc1	75%[activator]	-17%	57*	45*	-38%	0%
CC(=O)OCC1=C(C(=O)O)N2C(=O)C(NC(=O)c3ccc(F)cc3)C2SC1 (stereo unspecified)	?	-6%	-5	-1	17%	?
Cc1c(C(=O)Nc2ccc(OCc3ccccc3)cc2)cccc1[N+](=O)[O-]	-12%	5%	-4	8	-1%	2%
O=C(OCc1nc2ccccc2s1)[C@@H]1CCCN1S(=O)(=O)c1ccccc1F	32%[activator]	1%	49	26*	/	-13%
Cc1ccc(NC(=O)CC2SCCNC2=O)cc1Cl (stereo unspecified)	73%[activator]	-7%	48*	23*	-12%	-4%
COc1ccc(NS(=O)(=O)c2cc3c(cc2C)N(C(C)=O)CCO3)cc1OC	9%	7%	5	-2	21%	8%
Brc1ccc(OCc2ccccc2)c(CNCc2ccncc2)c1	9.3µM*	?	-9	2	0.41µM*	-2%
Cc1cccc(Cn2cnc3c(sc4nc(C)cc(C)c43)c2=O)c1	0%	3%	-7	-5	13%	-11%
CC12CCC=CC1C(c1ccc(F)c(Br)c1)N(Cc1ccccc1)C2=O (stereo unspecified)	/	11%	-3	2	/	/
Fc1cccc(CN2CCN(c3nc4nonc4nc3NC3CC3)CC2)c1	-16%	-15%	-2	1	7%	-18%
CC(=O)N1c2ccc(S(=O)(=O)NCCc3ccc(Cl)cc3)cc2CC1C (stereo unspecified)	16%	/	-6	-2	?	6%
CCC(=O)c1ccc(OCC(=O)OCC(=O)c2c(N)n(C)c(=O)n(C)c2=O)cc1	-2%	/	/	/	-30%	-22%
CON(C)c1nc(OCCNC(=O)OCc2ccc(Cl)cc2Cl)nc(N(C)C)n1	-6%	2%	-16	-2	-4%	5%
Cc1nn(-c2ccc(N3CCCCC3)nn2)c(C)c1CCC(=O)Nc1cc(F)ccc1F	46%[activator]	28%	45*	48*	?	-11%
CC(=O)N1CCN(c2ccc(C(N)=O)cc2[N+](=O)[O-])CC1	16%	1%	3	3	23%	7%
COc1cc(C)ccc1OCCOCCOc1ccc(C)cc1[N+](=O)[O-]	7%	-2%	-7	2	10%	0%
CCCCOc1cccc(C(=O)Nc2ccc(S(=O)(=O)Nc3nnc(CC)s3)cc2)c1	-1%	-9%	-6	-2	?	-9%
Cc1cccc(/N=C2/NC(=O)C(Cc3ccccc3)S2)n1 (stereo unspecified)	33%[activator]	0%	33	-3	-14%	3%[57.1 µM]
COCCCn1c(=O)/c(=C\c2ccccc2OC(F)F)s/c1=C(/C#N)C(=O)NC(C)C	-6%	3%	-9	6	14%	7%
O=C(CCC(=O)N(CC(=O)NC1CCCC1)Cc1ccccc1)Nc1nccs1	-4%	7%	1	-4	1%	9%
CCn1c(SCC(=O)NCc2ccccc2)nnc1-c1cccnc1	-7%	0%	-11	-2	?	/
O=C(CCl)Nc1cccc2ncccc12	2.3µM*	-26%	-13	-2	1%	45µM*
NCCc1nnc(SCC(N)=O)o1	?	-2%	-12	-2	52%[activator]	-26%
CN(C)c1ccc(/C=N/N(CCC(=O)NC(C)(C)C)C2=NS(=O)(=O)c3ccccc32)cc1	?	-5%	-6	4	33%[activator]	2%
O=S(=O)(c1cccc2cccnc12)N1CCc2ccccc21	-17%	-13%	-5	-4	?	0%
Cc1ccc(S(=O)(=O)CCC(=O)OC(C)C(=O)Nc2ccc(N3CCOCC3)cc2)cc1 (stereo unspecified)	51%[activator]	/	/	/	46%[activator]	-3%
CC(=O)Nc1nnc(Cc2ccccc2)s1	-2%	7%	-18	0	94%[activator]	-6%
CS(=O)(=O)N1N=C(c2ccccc2)CC1c1ccc2c(c1)OCO2 (stereo unspecified)	86%[activator]	0%	99*	66*	6%	-9%
COc1ccc(-n2nc(C(N)=O)c(O)cc2=O)cc1	/	-1%	-3	-7	6%	11%
CCC(c1ccc(C)cc1)N1C(=O)C2C3CCC(O3)C2C1=O (stereo unspecified)	-3%	/	/	/	-26%	-14%
C/C(N)=C(/C#N)C(=O)COC(=O)C1Cc2ccccc2CN1S(C)(=O)=O (stereo unspecified)	-40%	2%	-8	0	?	-2%
COc1ccc(Cl)cc1S(=O)(=O)N(C)CC(=O)NCc1ccccn1	12%	-1%	11	-5	27%	-23%
Cc1cc(C)cc(NC(=O)N2CCCC2C(=O)Nc2ccc(-n3cnnn3)c(C)c2)c1 (stereo unspecified)	10%	-1%	20	-9	-6%	2%

(list continues)
SMILES	Pf growth 48h	FBPA Giardia inh	Shiga toxin inh	Cycloheximide cs	Pf growth 96h	Sm TGR inh
COCCN(C(=O)COC(=O)C1COc2ccccc2O1)c1c(N)n(Cc2ccccc2)c(=O)[nH]c1=O (stereo unspecified)	9%	/	/	/	31%[activator]	2%
CC(C)c1ccc2occ(-c3nn[nH]n3)c(=O)c2c1	-20%	-17%	13	-1	-10%	2%
Cc1ccc(C(=O)NCc2nnc(SCC(=O)Nc3sc4c(c3C#N)CCCC4)n2C)cc1	5%	-1%	-9	-4	/	-25%
C=CCc1cccc2cc(C(=O)N3CCN(C(=O)c4ccco4)CC3)c(=O)oc12	8%	5%	1	-3	/	?
COCCN(CC(=O)Nc1cccc(C)c1C)C(=O)c1cc(S(=O)(=O)N2CCCC2)ccc1C	-17%	/	/	/	?	-1%
NS(=O)(=O)c1ccc(C(=O)Nc2ccc(-c3nc4cccnc4s3)cc2)cc1	41%[activator]	5%	70*	48*	16%	-3%
CCc1nccn1S(=O)(=O)c1cc(Br)ccc1OC	0%	-5%	-3	-2	-18%	-14%
COc1ccc(/C=N/NC(=O)c2c(C)nnn2-c2nonc2N)cc1OC	?	1%	-18	12	-1%	5%
Cc1ccc(C(=O)Nc2cc(Cl)ccc2N2CCCCC2)s1	/	-1%	9	-4	?	8%
Cc1ccc(-c2nc(CS(=O)CC(=O)NCc3ccccc3)c(C)o2)cc1 (stereo unspecified)	/	5%	-19	-6	-38%	40µM*
C#Cc1ccc(C(=O)Nc2ccc(N3CCC(C)CC3)c(C(N)=O)c2)cc1	1.9µM*	4%	2	7	?	6%
OC(CNCCc1ccc(Cl)cc1)COc1ccc2ccccc2c1 (stereo unspecified)	-3%	3%	21	4	19%	6%

By substructure, those above with an aryl methoxy group.
SMILES	Pf growth 48h	FBPA Giardia inh	Shiga toxin inh	Cycloheximide cs	Pf growth 96h	Sm TGR inh
COc1ccccc1NC(=O)Nc1ccc(N2CCOCC2)cc1	50%[activator]	-8%	84*	51*	183%[activator]	-5%
COc1ccc(OC)c(NC(=O)C2C3CCC(O3)C2C(=O)O)c1 (stereo unspecified)	-5%	-14%	-26	-3	-3%	5%
COc1cc2c(cc1OC)CN(C(=O)C1CCC(=O)N(CCCN3CCOCC3)C1)CC2 (stereo unspecified)	-3%	-2%	-2	15	-2%	-22%
COc1ccc(C(=O)N/N=C/c2ccc(OC)c(COc3c(F)c(F)cc(F)c3F)c2)cc1	4%	/	-9	0	0%	1%
COc1ccc(NS(=O)(=O)c2cc3c(cc2C)N(C(C)=O)CCO3)cc1OC	9%	7%	5	-2	21%	8%
COc1cc(C)ccc1OCCOCCOc1ccc(C)cc1[N+](=O)[O-]	7%	-2%	-7	2	10%	0%
COc1ccc(-n2nc(C(N)=O)c(O)cc2=O)cc1	/	-1%	-3	-7	6%	11%
COc1ccc(Cl)cc1S(=O)(=O)N(C)CC(=O)NCc1ccccn1	12%	-1%	11	-5	27%	-23%
CCc1nccn1S(=O)(=O)c1cc(Br)ccc1OC	0%	-5%	-3	-2	-18%	-14%
COc1ccc(/C=N/NC(=O)c2c(C)nnn2-c2nonc2N)cc1OC	?	1%	-18	12	-1%	5%
